# esBAF inh: inhibitors of esBAF chromatin remodeling in mouse ES cells; Bmi1-luciferase knock-in reporter, 24 h; 100% = twice the neutral-well signal; reporter increase, % at 12.5 µM; 350,000 tested, 2% active; AID 602393; in the data active means activation above about 40%; inconclusive means no clear call, values can overlap the other calls;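 further: 0% = median of the plate's neutral control wells and 100% = double that signal; a rise in the Bmi1 reporter signal indicates esBAF inhibition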
# LGR2 inh: Drosophila LGR2 receptor signaling inhibition; HEK293 LGR2, CRE-luciferase, bursicon-stimulated, 4 h; inhibition, % at 9.99 µM; 380,000 tested, 0.35% active; AID 720647;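 active means drop in luminescence signal, shown as inhibition above about 50% in the replicate tests, limit read from the data, passing the limit was not always enough; inconclusive means probably only some replicates passing the limit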;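 further: agonist challenge used bursicon conditioned medium at about half maximal strength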
# CASP6 VEID inh: inhibitors of human caspase-6 | purified caspase-6, Z-VEID-R110 cleavage fluorescence | 350,000 tested, 0.53% active | inhibition, % at 12.5 µM | AID 686996;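 active means mean inhibition across replicates at least about 35%, with every replicate also reaching that limit, limit read from the data; inconclusive means only one of the two criteria met; inactive means neither criterion met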;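 further: 0% = median of neutral control wells and 100% = no fluorescence left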
# Target sequence (P55212 24-179 limits assumed): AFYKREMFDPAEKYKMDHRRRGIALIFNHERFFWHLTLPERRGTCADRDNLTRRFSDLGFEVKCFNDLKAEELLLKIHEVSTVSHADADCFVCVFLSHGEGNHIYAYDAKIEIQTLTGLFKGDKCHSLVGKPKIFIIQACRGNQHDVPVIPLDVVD
# Target sequence (P55212 194-293 limits assumed): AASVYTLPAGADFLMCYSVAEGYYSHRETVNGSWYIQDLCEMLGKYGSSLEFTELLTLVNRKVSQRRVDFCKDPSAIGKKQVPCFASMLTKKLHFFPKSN
# FN deposit inh: fibronectin deposition inhibition; 350,000 tested, 0.086% active; inhibition, % at 12.6 µM; AH1F fibroblasts, Alexa488-fibronectin deposition fluorescence, overnight;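 active means mean inhibition across replicates of 30% or more, regardless of how many single replicates reach that level; inconclusive means mean under 30% yet at least half of replicates reach 30%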;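 further: positive control wells lacked labelled fibronectin entirely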
#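 Material – AH1F fibroblast monolayer, labelled fibronectin deposition · Reagent – labelled fibronectin 24 nM · Timing – 1 h adhesion, overnight exposure · Measured by – fluorescence at 485 nm excitation, 525 nm emission · Read-out – inhibition of fibronectin deposition signal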
# C2C12 statin: suppressors of simvastatin-induced myotoxicity in C2C12 myotubes. ATP luminescence, 48 h; scaled: DMSO 0, geranylgeraniol control 100. rescue of ATP level, % at 7.49 µM. 330,000 tested, 0.78% active;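 active means mean ATP rescue above about 67%, or every replicate alone reaching that limit, limit read from the data, passing the limit was not always enough; inconclusive means no clear call, values can overlap the other calls; inactive means mean under the limit and some replicate under it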;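 further: myotubes were challenged with 10 µM simvastatin during compound exposure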
# SIRT5 inh: blocks human SIRT5 desuccinylation of peptide. inhibition, % at 15 µM. Purified SirT5, succinyl-peptide AMC, trypsin-coupled fluorescence. 330,000 tested, 1.1% active. Q9NXA8; in the data active means inhibition above about 15%; inconclusive means no clear call, values can overlap the other calls
# Target sequence (Q9NXA8 whole entry, looked up): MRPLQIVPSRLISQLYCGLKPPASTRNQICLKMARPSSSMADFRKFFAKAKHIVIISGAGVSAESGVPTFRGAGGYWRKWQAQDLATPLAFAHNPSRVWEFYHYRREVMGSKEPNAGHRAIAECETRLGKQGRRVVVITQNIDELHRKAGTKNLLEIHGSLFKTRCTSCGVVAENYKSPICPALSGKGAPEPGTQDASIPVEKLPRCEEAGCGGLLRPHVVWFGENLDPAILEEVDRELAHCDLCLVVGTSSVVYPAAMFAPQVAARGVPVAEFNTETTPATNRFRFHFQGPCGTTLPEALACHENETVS
# S100A4 inh HTS: inhibitors of human S100A4 binding to myosin IIA peptide. inhibition, % at 10.7 µM. AID 652163. 360,000 tested, 0.14% active. S100A4/TAMRA-MyoIIA peptide fluorescence polarization;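 active means mean inhibition of at least 70% across replicates, with every replicate also reaching that level; inconclusive means mean inhibition reaches 70% but some replicates fall short; inactive means mean inhibition below 70%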
# Target sequence (P26447 whole entry, looked up): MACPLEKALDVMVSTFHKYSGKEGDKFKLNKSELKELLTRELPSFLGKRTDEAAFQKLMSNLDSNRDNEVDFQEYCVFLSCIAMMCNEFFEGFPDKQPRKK
#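 Assay system: human S100A4 monomer with TAMRA-labelled myosin IIA peptide / Buffer or medium: Calcium-containing HEPES buffer, pH 7.2 / Reagent: TAMRA-labelled myosin IIA heavy-chain peptide probe, 5 nM / Compound: one dose per compound / Timing: polarization read 5 min after assay mix addition, stable 5–60 min / Benchmarks: neutral control DMSO, positive control TFP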
# * marks the source's active call; other numbers are inactive results; ? = inconclusive; nt = not tested or not shown; & = joins results of further samples. An excerpt; rates above refer to the full screens.
# Sample of the layout, 5 compounds:
SMILES,esBAF inh,LGR2 inh,CASP6 VEID inh,FN deposit inh,C2C12 statin,SIRT5 inh,S100A4 inh HTS
COc1ccc(C/C(C)=N/NC(=S)Nc2ccc(Cl)cc2)cc1,-3,-15,-1,-2,0,-5,-4
CCN1C(=O)C(O)(CC(=O)c2c(C)coc2C)c2ccccc21 (stereo not drawn),nt,7,-4,1,nt,2,1
CCN(CC)C(=O)C1=C(C)Nc2ncnn2C1c1cccnc1 (stereo not drawn),nt,12,-1,9,nt,-4,-4
CCC(=O)N1CCc2cc(S(=O)(=O)CCC(=O)N3CCN(c4ccccc4)CC3)ccc21,2,-8,1,1,-19,0,-1
O=C(Nc1ccc(CN2CCCCC2)cc1)c1cccc(Br)c1,nt,-19,-2,6,nt,-2,-20

# The list itself, from the start:
SMILES,esBAF inh,LGR2 inh,CASP6 VEID inh,FN deposit inh,C2C12 statin,SIRT5 inh,S100A4 inh HTS
COc1ccc(C/C(C)=N/NC(=S)Nc2ccc(Cl)cc2)cc1,-3,-15,-1,-2,0,-5,-4
CCN1C(=O)C(O)(CC(=O)c2c(C)coc2C)c2ccccc21 (stereo not drawn),nt,7,-4,1,nt,2,1
CCN(CC)C(=O)C1=C(C)Nc2ncnn2C1c1cccnc1 (stereo not drawn),nt,12,-1,9,nt,-4,-4
CCC(=O)N1CCc2cc(S(=O)(=O)CCC(=O)N3CCN(c4ccccc4)CC3)ccc21,2,-8,1,1,-19,0,-1
O=C(Nc1ccc(CN2CCCCC2)cc1)c1cccc(Br)c1,nt,-19,-2,6,nt,-2,-20
Cc1ccc(S(=O)(=O)Nc2ccc3c(c2)C(=O)N([C@@H](C)CO)C[C@H](C)[C@@H](CN(C)C(=O)Nc2c(C)noc2C)OCCCC[C@@H](C)O3)cc1,-4,9,-3,-5,nt,-9,9
C/C=C/c1ccc([C@@H]2[C@@H](CO)N3CCCCN(C(=O)Nc4cc(F)ccc4F)C[C@@H]23)cc1,4,-8,-3,nt,-12,-1,11
COc1ccc(NC(=O)N(C)C[C@@H]2OCCCC[C@@H](C)Oc3ccc(NS(=O)(=O)c4cn(C)cn4)cc3C(=O)N([C@H](C)CO)C[C@@H]2C)cc1,-2,-4,-1,nt,nt,3,5
Cc1cc(C)n2nc(C(=O)NNC(=O)c3ccccc3)nc2n1,5,9,-2,6,-2,-3,-1
O=C(c1ccccc1Cl)N1N=C(c2cccs2)CC1c1cccc(O)c1 (stereo not drawn),-12,36,1,-26,16,1,0
Cc1cc(C)n2nc(C(=O)Nc3ccc4c(c3)OCCO4)nc2n1,19,-7,0,13,-2,-3,-1
CCN(CC(=O)Nc1ccc2c(c1)OCCO2)C(=O)CN1C(=O)NC(C)(c2ccc(C)cc2)C1=O (stereo not drawn),-3,nt,2,5,-1,4,1
CNC[C@H]1Oc2c(NC(=O)C3CC3)cccc2C(=O)N([C@H](C)CO)C[C@H]1C,-2,-1,-3,nt,19,1,-4
C=CCn1c(SCC(=O)Nc2ccccc2OC)nc2c([nH]c3ccccc32)c1=O,nt,-9,-2,nt,nt,-1,0
CC(C)Nc1nc(NCCN2CCCC2)c2sc(-c3ccccc3)cc2n1,-2,3,-25,-1,-18,0,-1
CCc1ccc(/C=N/NC(=O)Cc2cccn2C)cc1,nt,-29,-2,-8,nt,2,0
CCN(C(=O)COc1ccc(N(C)S(=O)(=O)c2ccc(NC(C)=O)cc2)cc1)C1CCCCC1,3,3,-1,-8,1,nt,-1
O=C(CCCc1nc(-c2ccccc2Cl)no1)N1CCOCC1,-2,-4,0,0,3,-1,2
CCCNC(=O)N(C)C[C@H]1Oc2cc(-c3ccncc3)ccc2S(=O)(=O)N([C@@H](C)CO)C[C@H]1C,-1,-4,-4,nt,1,-8,-4
COc1ccc(NC(=O)c2ccc3c(c2)CCN3S(=O)(=O)c2ccccc2)cc1,0,nt,-12,7,-2,1,2
O=C(C[C@@H]1CC[C@H]2[C@@H](COC[C@@H](O)CN2C(=O)c2ccccc2)O1)Nc1ccccc1,0,-2,nt,-1,-15,nt,nt
COc1cc(Cl)c(C)cc1NC(=O)c1ccc2c(c1)OCO2,46*,-28,2,-5,-2,-1,-1
CC(/C=C/c1ccc2c(c1)OCO2)=N\NC(=O)C(O)c1ccccc1 (stereo not drawn),nt,nt,-1,9,nt,-4,1
Cn1c(SCc2nc(-c3ccc(Cl)cc3)no2)nnc1-c1ccco1,-10,-6,2,-9,26,-1,-8
N#Cc1cc(Br)ccc1N=C1CCCN1c1ccccc1,nt,16,1,6,nt,nt,-3
C[C@H]1CN([C@@H](C)CO)S(=O)(=O)c2ccc(C3=CCCCC3)cc2O[C@@H]1CN(C)C(=O)Nc1ccc2c(c1)OCO2,4,36,-3,nt,-23,13,1
CN(C)c1ccc(C(CNS(=O)(=O)c2ccc([N+](=O)[O-])cc2)N2CCOCC2)cc1 (stereo not drawn),nt,27,2,3,6,-4,-2
N#C[C@@H]1[C@H](c2ccccc2-c2ccccc2F)[C@H](CO)N1C(=O)Cc1ccccc1,nt,-7,-1,-2,nt,3,-5
O=C(N/N=C/c1ccccc1Cl)C1CC1,0,0,1,-2,5,-5,-3
CCOc1ccc(N(CC(=O)NCCc2ccc(OC)cc2)S(C)(=O)=O)cc1,nt,5,1,nt,nt,3,1
C[C@H](NC(=O)C[C@H]1CC[C@H](NC(=O)c2cccnc2)[C@H](CO)O1)c1ccccc1,-6,5,0,8,-26,1,5
COc1ccc2c3c(n(C)c2c1)[C@H](CO)N(C(=O)Nc1ccc(F)cc1)CC31CCN(S(=O)(=O)c2cccs2)CC1,nt,3,0,nt,nt,0,2
COc1cc(-c2cc3nc(NC4CCCCC4)ccn3n2)cc(OC)c1OC,-4,-8,2,-6,11,0,-2
O=C(COn1nnc2ccc(Cl)cc21)NC1CCS(=O)(=O)C1 (stereo not drawn),-2,-9,-2,13,-15,0,?
Cc1ccc(C(=O)CSc2nnc(COc3cccc4cccnc34)o2)cc1,-14,10,1,nt,16,-9,8
COCCn1c(SCC(=O)NC2CCCC2)nc2c(c1=O)SCC2,4,0,-1,-18,-6,0,2
CCOC(=O)N1CCN(C(c2cc3ccccc3o2)c2nnnn2C(C)(C)C)CC1 (stereo not drawn),nt,-22,1,0,nt,-1,-1
COc1ccc(N2CCN(CC(=O)Nc3ccc(C)cc3)CC2)cc1,-3,11,3,4,-5,0,0
C[C@@H]1CN([C@@H](C)CO)C(=O)Cc2cc(NC(=O)Nc3ccc(F)cc3)ccc2O[C@H]1CN(C)S(=O)(=O)c1cccs1,1,-4,-2,-9,8,-4,-7
CCOC(=O)N1CCC(NC(=O)c2cc(C)c3c(C)nn(-c4ccccc4)c3n2)CC1,-10,-4,nt,-1,118*,nt,nt
COc1cccc(-c2ccc3c(c2)O[C@H](CN(C)C(=O)C2CC2)[C@@H](C)CN([C@H](C)CO)S3(=O)=O)c1,nt,-6,1,nt,-8,0,16
CN(C)C(=O)C[C@@H]1C[C@@H]2c3cc(NS(C)(=O)=O)ccc3O[C@@H]2[C@H](CO)O1,2,8,0,-17,12,0,0
COCC(=O)Nc1ccc2c(c1)[C@@H]1C[C@H](CC(=O)NC3CCCCC3)O[C@H](CO)[C@@H]1O2,1,0,-2,0,-1,1,-3
Cc1ccc(NC(=O)CSCc2ccco2)cc1,54,-37,4,-14,15,-3,-4
COc1ccc(NC(=O)N2CCc3ccccc3C2)cc1OC,9,18,1,3,-3,0,-8
COc1cc(NC(=O)CSc2nnc(C)s2)cc(OC)c1OC,2,6,nt,nt,1,nt,nt
CCCC#Cc1ccc2c(c1)O[C@@H](CN(C)C(=O)c1ccncc1)[C@@H](C)CN([C@H](C)CO)S2(=O)=O,1,0,1,nt,10,0,-16
O=C(NC1CCCCC1)C1c2ccccc2OCC(=O)N1C1CC1 (stereo not drawn),nt,5,0,1,nt,-7,-1
CCC(=O)N1C[C@@H](C)[C@@H](OC)CN(C)C(=O)c2cc(NC(=O)c3ccc(F)cc3)ccc2OC[C@H]1C,0,-1,1,19,-5,2,-6
CN1C(=O)c2cc(NC(=O)c3cccs3)ccc2OC[C@@H]2O[C@H](CC(=O)N3CCCCC3)CC[C@H]21,-1,-9,1,-5,19,0,1
O=C(COc1ccccc1[N+](=O)[O-])NCC1COc2ccccc2O1 (stereo not drawn),-4,-10,5,25,9,3,-1
O=C(c1ccccc1)N1CC(=O)N2[C@H](C1)[C@@H](c1ccc(-c3ccccc3)cc1)[C@@H]2CO,nt,-8,6,10,nt,6,?
CCc1noc(C)c1C(=O)Nc1nc(-c2ccc(NC(C)=O)cc2)cs1,3,0,3,6,-7,-3,-10
CC1CCCC(NC(=O)CCNC(=O)c2ccc(Br)cc2)C1C (stereo not drawn),14,-2,2,4,-24,-2,3
COc1ccccc1C(=O)N/N=C/c1ccc2c(c1)OCO2,35,-36,0,6,-49,3,-13
C[C@@H]1CCCCO[C@@H](CN(C)C(=O)c2ccncc2)[C@H](C)CN([C@@H](C)CO)C(=O)c2cc(NS(=O)(=O)c3cccs3)ccc2O1,3,-3,-1,3,nt,-5,15
O=C(c1ccccc1F)N1C[C@@H]2[C@H](c3ccccc31)[C@@H](CO)N2C(=O)C1CCCC1,-1,-10,1,nt,-23,1,-1
CC(SC1=NCCN1S(=O)(=O)c1ccccc1)c1ccccc1 (stereo not drawn),nt,10,-1,-14,nt,-2,-1
CC1(C)CC(=O)c2cc(OCC(=O)NCC3CCCO3)ccc2O1 (stereo not drawn),13,3,nt,7,-3,nt,nt
CCN(CC)c1ccc(N2C(=O)/C(=C/c3ccccn3)SC2=S)cc1,2,7,0,-3,-25,-1,10
# New compounds follow:
SMILES,esBAF inh,LGR2 inh,CASP6 VEID inh,FN deposit inh,C2C12 statin,SIRT5 inh,S100A4 inh HTS
O=C1CS(=O)(=O)N(Cc2ccccc2F)c2ccc(Br)cc21,-7,-1,0,3,-1,nt,-1
CCc1nnc(NS(=O)(=O)c2ccc(NC(=O)c3ccc(Cl)cc3)cc2)s1,nt,-6,3,-4,nt,-2,1
O=C(Nc1ccc(F)cc1F)c1cc(-c2ccco2)on1,3,-87,nt,-1,6,nt,nt
O=C(O)[C@@H]1CCCN1S(=O)(=O)c1cccc(S(=O)(=O)N2CCC[C@H]2C(=O)O)c1,-3,9,1,6,-2,nt,-4
CCCOn1c(OCC(C)C)nc2ccccc2c1=O,-10,nt,nt,1,-3,nt,nt
C/C(CC(=O)Nc1cccc2c1CCCC2)=N\NC(=O)c1cccc2ccccc12,-1,-6,nt,-7,-1,nt,nt
CCCCN1C(=O)C(CC(=O)NCCc2ccccn2)CC(C(=O)N(CC)CC)=C1C (stereo not drawn),1,-1,-1,5,6,-5,3
COc1cc(C(=O)N2CCCCC2)ccc1OCC(=O)Nc1ccc(F)cc1,0,14,-6,0,5,-5,0
CCCN1CCC(=O)N([C@H](CSc2ccccc2)Cc2ccccc2)CC1,3,6,0,3,-15,nt,-2
Cc1noc(C)c1NC(=O)Nc1ccc2c(c1)C(=O)N(C)[C@@H]1CC[C@@H](CC(=O)N[C@H]3CCN(Cc4ccccc4)C3)O[C@@H]1CO2,2,12,1,-5,-8,5,-2
c1ccc(-c2nc3ccccc3s2)nc1,11&6,-44,0,0&-2,-8&-8,-4,-3
Cc1ccc(-n2nc3c(=O)n(CCCC(=O)NCc4ccco4)nc(C)c3c2C)cc1,-1,-20,-2,-10,-3,-2,1
Cc1cc(C(=O)N2CC(C)CC(C)C2)c(C)o1 (stereo not drawn),-7,-9,0,2,-1,0,3
CCCCC1CCC(C(=O)Nc2ccc(N3CCOCC3)cc2N2CCOCC2)CC1 (stereo not drawn),-4,37,5,-10,-1,-8,3
OCCCNc1ncnc2c1cnn2-c1ccc(Cl)cc1,-27,7,-2,-7,-18,-3,-5
